Assay outcomes deposited in PubChem BioAssay by National Center for Advancing Translational Sciences (NCATS).
Peg3 imprint – qHTS Assay for Compounds that Induce Erasure of Genomic Imprints | mouse ES Peg3-LacZ reporter, beta-gal luminescence, 40 h | Potency, µM (series often up to 60.7 µM), for the others: at the top dose activity change, positive = activation, usual class: activators | 110,000 tested, 0.02% active | AID 1948, 2009;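 also: 0% = negative control wells on the plate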
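Each well holds 300 Peg3LacZ-Neo (maternal) female ES cells incubated 40 h at 37C, 5% CO2. LacZ is measured by BetaGlo luminescence, with AC50 and maximum efficacy derived from dose-response curves.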
p53ts 39C tox – qHTS Screen for Compounds that Selectively Target Cancer Cells with p53 Mutations: Cytotoxicity of p53ts Cells at the Nonpermissive Temperature. H1299-p53A138V viability at 39C, ATP luminescence, 24 h. Potency, µM (titrated, usually from 46.1 µM), for the others: at the top dose activity change, negative = cell killing, actives largely listed as cytotoxic. 130,000 tested, 1.5% active. AID 902, 2007; also: nearly all actives have a fitted effect of over 55% in size
IkB signaling – IkB Signaling | AID 445, 2006 | 110,000 tested, 0.04% active | ABC-DLBCL IkBa-CBG/CBR dual luciferase ratio, 4 h; response scale: scaled: untreated 0%, proteasome inhibitor 100% | Potency, µM (highest dose often 57.1 µM), for the others: at the top dose IkBa stabilization activation; active = well fitted curve in the direction sought with a large enough effect in the signal ratio, not every such curve was filed as active; inconclusive = small, poorly fitted or top-dose-only effect, or a change in a side signal; the % refers to the signal ratio;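 also: the direction sought is a rising ratio; 0% = basal untreated cells and 100% = reference inhibitor full response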
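Luminescence ratio of IκBα-fused green versus native red beetle luciferase in OCI-Ly3 cells, 4 h post-doxycycline with compound; red signal alone, scaled from basal (0%) to zero light (-100%), flagged nonspecific or cytotoxic effects.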
p53ts 32C kill – qHTS Screen for Compounds that Selectively Target Cancer Cells with p53 Mutations: Cytotoxicity of p53ts Cells at the Permissive Temperature | Potency, µM (doses to about 46.1 µM), inactives show at the top dose activity change, negative = cytotoxicity, most hits filed as cytotoxic | 130,000 tested, 0.93% active | H1299-p53A138V at 32C, ATP luminescence viability, 24 h;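 also: 0% = DMSO and -100% = full killing by reference compound; nearly all actives have a fitted effect of over 55% in size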
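H1299-p53 A138V cells (temperature-sensitive p53) exposed 24 h to up to 46 uM compound at 32C, where p53 is wild-type in conformation. Viability read as ATP luminescence and normalised to DMSO and 100 uM tamoxifen. AC50 fitted with the Hill equation.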
Starred values were filed as active, the others as inactive; ? = inconclusive; / = no result given; & = joins results of further samples; [ ] = another dose, or the depositor's remark. Unless noted, calls follow the shape of the dose curve; as a rule, active = well fitted curve in the direction sought with a large enough effect; inconclusive = small, poorly fitted or top-dose-only effect, or another doubt; inactive = no such curve, though single readings can be large; an effect the other way counts as inactive or inconclusive. Unless noted, % is scaled to controls: 0 for no effect and ±100 for the full control effect; potency is read from the fitted curve at half-maximal effect.

canonical_smiles	Peg3 imprint	p53ts 39C tox	IkB signaling	p53ts 32C kill
CC1=C(C(=O)Nc2ccccc2)C(c2ccc(C)o2)N2C(=O)CSC2=N1 (configuration not stated)	0%	4%	2.8%	-7%
Cc1cnc(NC(=O)CN2C(=O)C3CC=CCC3C2=O)s1 (configuration not stated)	-9%	15%	1.4%	17%
COC(=O)CNc1nc(OC)nc(N(C)C)n1	20%	11%	0.9%	1%
O=c1c(-c2ccc(F)cc2)nc2cnc(Oc3cccc(Cl)c3)nc2n1C[C@H]1CCCO1	-10%	10%	3.6%[11.4 µM]	1%
Cc1nn(C)cc1CNC(=O)c1cc2n(n1)C(C(F)(F)F)CC(c1cccs1)N2 (configuration not stated)	-11%	-19%	1.0%	1%
COc1ccc2c(c1)OCC(Cc1ccc(OC)c(O)c1)C2=O (configuration not stated)	-26%	-2%	/	-7%
CCOC(=O)c1[nH]c2ccc(OC)cc2c1NC(=O)c1ccc2c(c1)OCO2	/	-7%	/	-17%
CN(C1=NC(=O)C(CC(=O)Nc2ccc(Br)cc2)S1)c1ccc(O)cc1 (configuration not stated)	-10%	-10%	?	-7%
Cc1oc(-c2ccc(Cl)cc2)nc1CS(=O)CC(=O)NCCCN(C)C1CCCCC1 (configuration not stated)	-17%	-18%	2.9%	-2%
CCOc1ccc(NC(=O)Nc2c[nH]c(=O)[nH]c2=O)cc1	-16%[10.9 µM]	25%	3.4%	4%
O=C(NC1CCCCCCC1)c1cnccn1	-5%	0%	1.3%	9%
COc1ccc(N2Cc3cccc(C(=O)Nc4ccc(Cl)cc4)c3C2=O)cc1	11%[10.9 µM]	-21%	0.4%	4%
CCC(C)(C)NC(=O)CN(C(=O)CNS(=O)(=O)c1ccccc1)c1ccccc1	2%	1%	-1.1%	-20%
COc1ccc(CNC(=O)c2ccc3c(c2)N(Cc2ccc(C)cc2)CCS3)cc1	-18%[10.9 µM]	3%	1.6%	6%
Cc1ccc(S(=O)(=O)N(Cc2nc(-c3ccc(Cl)cc3)no2)C2CCCCC2)cc1	-9%[10.9 µM]	-22%	-1.4%	-1%
COc1ccc(OC)c(C(=O)c2ccc(C(=O)N3CCCCC3)cc2)c1	-17%	-1%	1.7%	-1%
CCOC(=O)c1cccc(Nc2cc(C)nc(C)n2)c1	-12%[10.9 µM]	?	-0.8%	-27%
CCCC[C@@H]1C[C@H]1C(NC(=O)c1ccccc1)c1ccc(-c2ccccc2)cc1 (some centres not stated)	?	-9%	/	4%
CCN(CC)c1ccc(NC(=O)c2cnn3c(C(F)F)cc(-c4ccccc4)nc23)cc1	-7%[10.9 µM]	14%	-2.9%	0%
CN(CCc1ccccn1)c1ncnc2[nH]ncc12	-61%[inhibitor]	-2%	-3.2%	5%
CC(=O)c1ccc(NC(=O)C2=CC(c3ccc4c(c3)OCO4)=NS(=O)(=O)N2C)cc1	-9%[10.9 µM]	5%	-0.8%	3%
Cc1ccc(-c2nc(N)n(C(=O)Cc3ccccc3)n2)cc1	-16%	-20%	?	2%
O=C(O)CN1C(=O)CCS(=O)c2ccccc21 (configuration not stated)	4%	4%	4.7%	5%
O=C(Nc1cccc(F)c1)N1CCCC2(CCNCC2)C1	/	0%	0.3%[11.4 µM]	-10%
COc1ccc(Br)cc1CNC(=O)CN1CCSc2ccccc21	-10%[10.9 µM]	?	?	11%

For reference, some entries already given.
canonical_smiles	Peg3 imprint	p53ts 39C tox	IkB signaling	p53ts 32C kill
O=C(Nc1cccc(F)c1)N1CCCC2(CCNCC2)C1	/	0%	0.3%[11.4 µM]	-10%
COc1ccc(Br)cc1CNC(=O)CN1CCSc2ccccc21	-10%[10.9 µM]	?	?	11%

The listing continues:
canonical_smiles	Peg3 imprint	p53ts 39C tox	IkB signaling	p53ts 32C kill
CC(C)(C)OC(=O)NCC(=O)NCC(=O)OCc1ccccc1	-10%	3%	-1.8%	-15%
CCc1noc(-c2ccc(N3CCCCC3)c([N+](=O)[O-])c2)n1	-13%[10.9 µM]	1%	1.4%	-15%
CC1CCN(c2ncnc3ccccc23)CC1	/	-4%	/	5%
Fc1cccc(CSc2ncnc3c2ncn3[C@H]2CCCS2)c1	-3%[10.9 µM]	2%[9.22 µM]	-1.1%[11.4 µM]	1%[9.22 µM]
CC(=O)Nc1cccc(-c2cn3cccnc3n2)c1	3%[10.9 µM]	-20%	-2.4%	-2%
O=C1CCSc2cccc3cccc(c23)N1	-7%	5%	0.0%	-1%
Cc1ccc(-c2nnc(Nc3ccc(C(N)=O)cc3)c3ccccc23)cc1S(N)(=O)=O	-13%[10.9 µM]	-9%	0.4%	9%
COc1ccc2nc(NC(=O)CSc3nnc(N)s3)sc2c1	/	-4%	/	-8%
Cc1oc2nc(SCC(=O)NC3CCCCC3)nc(N)c2c1C	?	-7%	0.4%	14%
Cc1ccc(-c2nn(C)c(=O)c3ccccc23)cc1CNC(=O)c1ccco1	/	-11%	/	4%
COc1ccc2cc(C(C)CO)ccc2c1 (configuration not stated)	-11%	-3%	/	7%
COc1ccc(NC(=O)N2CC[C@@]3(CCCN(C(=O)c4ccco4)C3)C2)cc1	/	9%	-0.5%[11.4 µM]	0%
CCC(C)NC(=O)c1cc(CC(C)C)on1 (configuration not stated)	12%	3%	0.8%	-2%
COc1ccc(OC)c(S(=O)(=O)NCC(c2ccco2)S(=O)(=O)c2ccccc2)c1 (configuration not stated)	-10%[10.9 µM]	-4%	5.8%	-6%
COCc1nnc(NC(=O)c2cc(OC)c(OC)c(OC)c2)s1	-8%[10.9 µM]	25%	?	-5%
Cc1oc(-c2ccc(Cl)cc2)nc1CN1CCCC(C(=O)NCc2ccc(Cl)cc2)C1 (configuration not stated)	-7%[10.9 µM]	?	?	-2%
COc1ccc2[nH]c(I)c(CCNC(C)=O)c2c1	3%	-9%	-1.0%&1.8%	-4%
CCn1ncc(C2=NOC(C(=O)Nc3ccc4c(c3)OCO4)C2)c1C (configuration not stated)	/	-6%	/	-5%
CCOC(=O)N1CCC2(CC1)C(C#N)=C(N)Oc1c2sc2nc(C)cc(C)c12	-18%	-7%	1.6%	-24%
CCOC(=O)c1c(C)oc2nc(C)nc(N3CCN(c4ccc(C)cc4C)CC3)c12	8%[10.9 µM]	-7%	-1.5%	6%
CCOC(=O)C1=C(NC#N)OC(C)=C(C)C1c1ccc(O)cc1 (configuration not stated)	-6%	-6%	0.8%	-3%
CCCn1c(NCc2ccccc2C)nc2ccccc21	-12%[10.9 µM]	-6%	0.6%	-8%
CCC(C)N(C(=O)C(F)(F)F)C(C(=O)NC1CCCCC1)c1ccncc1 (configuration not stated)	/	12%	/	1%
COC(=O)c1c(N)sc(C(=O)N2CCOCC2)c1C	-12%	8%	-4.0%	6%
Cc1ccc(-c2nc(C)sc2CC(=O)NCc2ccco2)cc1	-18%	-8%	6.3%	5%
Cc1cc(C)nc(SCc2nnc(SCC(=O)Nc3c(C)cccc3C)o2)n1	/	3%	/	-5%
CCOc1ccccc1NC(=O)C(CC(C)C)NC(=O)C1CCC(C)CC1 (configuration not stated)	-8%[10.9 µM]	-14%	4.4%	5%
CC(C)(C)NC[C@H](O)COc1nsnc1N1CCOCC1	-6%	1%	-0.2%	0%
COc1ccc(OC)c(C2C(C(=O)Nc3ccccc3OC)=C(C)Nc3nc(CCCO)nn32)c1 (configuration not stated)	-5%	-3%	3.1%	-1%
CCCN(CCC)C(=O)Cn1c(=O)n(-c2ccc(Cl)cc2)c(=O)c2c3c(sc21)CCCC3	4%[10.9 µM]	5%	-2.4%	-2%
CC1Cc2ccccc2N1C(=O)CCS(=O)(=O)c1cccs1 (configuration not stated)	-15%	11%	-2.0%	6%
COc1ccc(C)c2sc(N(Cc3cccnc3)C(=O)c3cccs3)nc12	-4%[10.9 µM]	-2%	?	0%
COC(=O)C1C(=O)N2CCCSC2=C(C#N)C1c1cccs1 (configuration not stated)	-13%	7%	0.7%	4%
CCC1=C(OC(=O)N(CC)CC)N2C(=O)OC(=NCC3CC3)[C@]2(C)[C@H]2C1=CC[C@H]1C(=O)N(c3ccccc3)C(=O)[C@H]12	-12%	2%	/	21%
COc1ccc(-c2[nH]c(-c3ccccc3)nc2SCC(=O)Nc2ccc3c(c2)OCCO3)cc1	-12%[10.9 µM]	?	?	-1%
O=c1[nH]n(CC2COC3(CCCCC3)O2)c(=O)c2ccccc12 (configuration not stated)	-13%	-13%	?	-9%
Cc1ccc(CNC(=O)CN2C(=O)COc3ccc(S(=O)(=O)Nc4ccccc4)cc32)cc1	7%[10.9 µM]	-1%	?	3%
COc1ccc(C2C3=C(N=C4SCC(=O)N42)c2ccccc2CC3)cc1OC (configuration not stated)	-19%	10%	-1.9%	19%
O=C(O)C1CCCN(S(=O)(=O)c2ccc(Cl)s2)C1 (configuration not stated)	-4%	-10%	1.9%	5%
Cc1nnsc1C(=O)Oc1ccc(Cl)cc1	-9%[10.9 µM]	2%	0.9%	-5%
Cc1nc2c3cccnc3nn2c(C)c1CCC(=O)NCc1ccccc1	-8%[10.9 µM]	0%	2.6%	7%
CCOC(=O)C(Cc1cc(C(C)=O)ccc1OC(C)C)C(=O)OCC	-8%	-9%	0.7%	7%
CCOC(=O)C1C(=O)NCC2CCCC21 (configuration not stated)	-1%	2%	0.5%	-4%
Oc1ccc2nc(Cc3ccccc3)[nH]c2c1	-10%	16%	-4.5%	1%
O=C(CN(c1ccccc1)S(=O)(=O)c1ccccc1)N1CCN(Cc2ccc3c(c2)OCO3)CC1	-14%	3%	?	-6%
CC1(C)CC(=O)C(C(c2ccco2)C2C(=O)CC(C)(C)CC2=O)C(=O)C1	-7%	11%	0.8%	-6%
COC(=O)c1ccc(NC(=O)CSc2nnc(CNc3ccc(OC)cc3)n2C)cc1	-2%	-2%	1.1%	-18%
O=C(NCC1COc2ccccc2O1)C1CCCN(S(=O)(=O)c2cnc[nH]2)C1 (configuration not stated)	0%	-3%	1.3%	-8%
CCOc1ccccc1CNC(=O)C1CCCN(c2ncnc3onc(-c4ccc(F)cc4)c23)C1 (configuration not stated)	22%[10.9 µM]	8%	4.5%	-6%
Cc1ccc(-n2c(-c3ccc(Br)cc3)nc3c(cnn3-c3ccccc3)c2=O)cc1	-13%[10.9 µM]	-9%	5.0%	16%

More records follow:
canonical_smiles	Peg3 imprint	p53ts 39C tox	IkB signaling	p53ts 32C kill
Cc1ccc(-c2cc3nc(-c4ccccc4)cc(C(F)(F)F)n3n2)cc1	-11%[10.9 µM]	22%	?	-1%
Cc1c(NC(=O)c2ccccc2F)cccc1-c1nc2cccnc2s1	-8%[10.9 µM]	15%	-1.4%	5%
CCOc1ccc(OCc2ccc(C(=O)Nc3ccc(Cl)cn3)o2)cc1	-27%	-6%	?	0%
O=C(O)c1cccc(S(=O)(=O)NCc2cccs2)c1	-5%	10%	0.8%	5%

Fetched one by one from the entries so far:
canonical_smiles	Peg3 imprint	p53ts 39C tox	IkB signaling	p53ts 32C kill
Cc1c(NC(=O)c2ccccc2F)cccc1-c1nc2cccnc2s1	-8%[10.9 µM]	15%	-1.4%	5%
CCOc1ccc(OCc2ccc(C(=O)Nc3ccc(Cl)cn3)o2)cc1	-27%	-6%	?	0%
Cc1ccc(-c2cc3nc(-c4ccccc4)cc(C(F)(F)F)n3n2)cc1	-11%[10.9 µM]	22%	?	-1%
O=C(O)c1cccc(S(=O)(=O)NCc2cccs2)c1	-5%	10%	0.8%	5%

Rows were taken by chance. About 1.7% of those tested had a hit in this group.
